OPRM1-OPRD1 ag = agonists of human mu-delta opioid receptor heterodimerization | 0.3% of 340,000 active | cells, OPRM1-OPRD1 heterodimerization, luminescence | activation, % at 9.3 µM; in the data active = activation above about 18%;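 also: 0% = vehicle-treated cells and 100% = reference agonist; values of inactives mirror those of a sister screen read the other way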
SUMO Mot1 rescue = SUMOylation pathway inhibition by Mot1-301 growth rescue | 1% of 320,000 active | AID 2716 | S. cerevisiae Mot1-301 growth rescue, ATP luminescence, 38.5C; percent above DMSO median, 100 means doubled | growth rescue, % at 18.8 µM;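 active = every valid replicate shows activation above 250% relative to neutral control wells; inactive = the rest, any valid replicate at or below 250%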;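 also: OY570 slx delta 5 strain wells were the positive control but not used for scaling; some compounds called inactive have numbers as strong as hits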
HTR5A ag ctr = activates human HTR5A in OPRM1-OPRD1 agonist counter-screen | P47898 | HTR5A agonist assay, luminescence, cell-based | activation, % at 9.3 µM | 0.61% of 340,000 active; in the data active = activation mostly above about 9.5%, no sharp cut-off; inactive = mostly below about 7.6%;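 also: 0% = cells with vehicle only and 100% = reference agonist; strong numbers were not always called active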
Target sequence (P47898 whole entry, looked up): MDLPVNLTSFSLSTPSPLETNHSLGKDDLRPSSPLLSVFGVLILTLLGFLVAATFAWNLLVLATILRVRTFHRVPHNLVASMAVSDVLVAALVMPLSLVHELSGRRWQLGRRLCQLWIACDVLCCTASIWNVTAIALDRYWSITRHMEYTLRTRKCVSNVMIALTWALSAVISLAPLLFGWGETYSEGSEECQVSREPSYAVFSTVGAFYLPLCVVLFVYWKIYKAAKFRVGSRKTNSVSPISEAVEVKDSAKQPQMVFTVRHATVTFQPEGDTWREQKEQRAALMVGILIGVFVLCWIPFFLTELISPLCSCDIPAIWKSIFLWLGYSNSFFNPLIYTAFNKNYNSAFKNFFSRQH
AddAB inh = less growth of phage-infected E. coli with AddAB; E. coli expressing H. pylori AddAB, absorbance growth; inhibition, % at 11.9 µM; 0.29% of 330,000 active; AID 435030; in the data active = inhibition above about 12%;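 also: 0% = vehicle wells of infected cells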
HTR5A inv ctr = counter-screen for OPRM1-OPRD1 inverse agonists: human HTR5A inverse agonism; P47898; HTR5A cell line, luminescence; inhibition, % at 9.3 µM; 0.083% of 340,000 active; AID 504634; in the data active = inhibition mostly above about 23%, no sharp cut-off; inactive = mostly below about 18%;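 also: 0% = cells with DMSO and 100% = no-cell wells with DMSO; some compounds called inactive have numbers as strong as hits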
PfHsp90 yeast 2 = inhibits growth of yeast expressing Plasmodium falciparum Hsp90. S. cerevisiae expressing PfHsp90, BacTiter-Glo ATP, 48 h; yeast lacking PDR1 and PDR3 efflux regulators. inhibition, % at 9.4 µM. 0.32% of 310,000 active;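 active = every replicate shows inhibition above about 80%, whatever the replicate mean, limit read from the data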;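 also: 0% = DMSO neutral controls and 100% = 20 µM radicicol positive controls; yeast relying on Plasmodium falciparum Hsp90 in place of its own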
PKA-R1A act = activators of PKA-R1A complex; P00514+P68181; PKA-R1A dissociation, Cy5-IP20 fluorescence polarization; scaled: DMSO 0%, 113 µM cGMP 100%; activation, % at 11.4 µM; 0.083% of 340,000 active; AID 504707;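 active = percent activation above the mean of all tested compounds plus 3 SD, cut at about 19% in these data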;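 also: higher means more PKAc released from R1A so a rise in polarization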
E coli growth = bacterial growth inhibition, counter-screen for AddAB inhibitors; inhibition, % at 11.9 µM; E. coli V3065 growth, OD600 absorbance, 18 h; 0.27% of 330,000 active; AID 449728;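 active = inhibition above the campaign's mean inhibition across all tested compounds plus 3 SD, cut at about 9.9% in these data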;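 also: uninfected addAB+ strain grown without phage in ampicillin broth; 0% = DMSO wells and 100% = ciprofloxacin 0.95 µg/ml wells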
MOR-DOR inv ag = mu-delta opioid heterodimer inverse agonism; P35372+P41143; cell-based MOR-DOR heterodimer luminescence; inhibition, % at 9.3 µM; 0.21% of 340,000 active; AID 504357; in the data active = inhibition above about 22%, passing the limit was not always enough;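 also: 0% = cells with DMSO and 100% = wells without cells with DMSO; values of inactives mirror those of a sister screen read the other way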
phage Ecoli inh = E. coli growth loss with phage present; growth absorbance; inhibition, % at 11.9 µM; 0.26% of 360,000 active; AID 651602; in the data active = inhibition above about 11%
Pemphigus Ab inh = inhibitors of pemphigus antibody binding to human desmoglein-3. DSG3-coupled beads, scFv-anti-DSG3-GFP binding, flow cytometry; active compounds read low. binding (percent of control), % at 10 µM. 0.48% of 310,000 active. AID 588358;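 active = binding more than 3 SD below its plate's average and above zero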;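 also: hits lower antibody fragment binding to DSG3; some compounds called inactive have numbers as strong as hits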
An asterisk follows results filed as active; . = no result given.

SMILES | OPRM1-OPRD1 ag | SUMO Mot1 rescue | HTR5A ag ctr | AddAB inh | HTR5A inv ctr | PfHsp90 yeast 2 | PKA-R1A act | E coli growth | MOR-DOR inv ag | phage Ecoli inh | Pemphigus Ab inh
NC(=O)C1(Nc2ccccc2)CCCC1 | -1.8 | . | 0 | . | 0 | -9 | 2 | . | 9 | 1.7 | 99
CC(C)(C)c1[nH]nc2c1C(c1ccsc1)C(C#N)=C(N)O2 (configuration not stated) | 2.2 | 4 | -2 | -0.2 | 4 | 26 | 9 | -0.4 | -16 | 3.0 | 93
COc1cccc(NC(=S)N/N=C2\CC(C)(C)Oc3ccc(O)cc32)c1 | 0.8 | -7 | -3 | 1.3 | 9 | . | -13 | 0.3 | -6 | 3.8 | 88
CC(=O)Nc1ccc2c(c1)OCCO2 | 0.3 | 5 | 4 | 4.2 | -11 | 10 | -4 | -0.7 | -2 | 3.1 | 95
COC(=O)CNC(c1ccccc1)c1cc(Br)ccc1NC(=O)CCN1CCOCC1 (configuration not stated) | 2.8 | 13 | 1 | 1.6 | -38 | -53 | -9 | -2.0 | -20 | 3.9 | 110
Cc1ccc2c(C)nc(N/C(N)=N/S(=O)(=O)c3ccccc3)nc2c1 | 2.1 | 296 | 6 | 2.0 | -14 | -15 | -11 | 2.4 | -12 | 2.3 | 100
CCn1c(CN2CCN(Cc3ccc(C)cc3)C(CCO)C2)nc2ccccc21 (configuration not stated) | 1.6 | 12 | -2 | 0.4 | 5 | 0 | 2 | 1.0 | -8 | 1.8 | 112
COc1ccc(CCN2CC(C(=O)Nc3cccc(C(C)=O)c3)CC2=O)cc1OC (configuration not stated) | -1.4 | 1 | -3 | 0.0 | -40 | -13 | 0 | -0.8 | 7 | 0.5 | .
COc1ccc(CN2CCC(=O)N([C@H](CO)CC(C)C)CC2)cc1 | -2.5 | -4 | -1 | 2.8 | 6 | 22 | -6 | 1.7 | 14 | 2.9 | 99
O=C1CCc2cc(S(=O)(=O)N3CCC(C(=O)NC4CCCC4)CC3)ccc2N1 | -0.8 | 518* | 6 | 1.2 | -17 | 9 | 13 | 0.6 | 4 | 3.3 | 104
CC(C)OC(=O)CSc1nnc(-c2cnccn2)n1Cc1ccco1 | -1.6 | -10 | 2 | 1.1 | -19 | 23 | -5 | 0.8 | 9 | 3.2 | 100
COc1cc2c(cc1OC)CN(C(=O)c1ccc(OC)c(S(=O)(=O)N3CCCC3)c1)CC2 | -1.9 | . | 0 | . | 14 | 6 | -1 | . | 12 | 1.6 | 99
Cc1cccn2c(=O)c(C=NCc3ccccc3)c(NCCO)nc12 | -3.5 | -16 | 3 | 1.3 | -7 | 0 | -11 | 0.8 | 19 | -0.8 | 111
O=C(O)CCC(=O)N1N=C(c2ccc(Br)cc2)CC1c1cccc(Br)c1 (configuration not stated) | -1.6 | -1 | 4 | -1.3 | -14 | -7 | -2 | 1.7 | 8 | 3.0 | 98
COC(=O)c1ccc(-n2c(C)ccc2-c2ccccc2)cc1 | 3.5 | -21 | 5 | 0.4 | 7 | . | -6 | 1.4 | -18 | 0.7 | 100
O=C(CCNS(=O)(=O)c1ccccc1)NNC(=O)c1csc(N2CCOCC2)n1 | -1.1 | 12 | -1 | -2.2 | 9 | 3 | -8 | -1.5 | 6 | 3.5 | 105
Cc1cc(=O)oc2c(C)cc(C(C)(C)C)cc12 | 4.3 | . | 1 | . | -5 | -58 | -2 | . | -19 | 2.9 | 96
COc1ccc(S(=O)(=O)N2CCOCC2)cc1C(=O)N(C)CCOc1ccc(Cl)cc1 | -3.4 | . | 2 | 0.4 | -6 | -7 | 4 | -2.0 | 14 | 0.5 | 110
CC(C)CC(NC(=O)OC(C)(C)C)c1cn([C@@H](CCCCNC(=O)OC(C)(C)C)C(=O)N2CCN(C(=O)OC(C)(C)C)CC2)nn1 (some centres not stated) | -1.5 | -5 | 3 | 1.0 | 19 | . | 2 | -0.3 | 8 | 2.8 | 102
COc1ccc(C(=O)OCC(=O)Nc2ccc(F)c(F)c2F)cc1OC | -1.8 | -12 | -6 | 3.8 | -15 | 11 | 0 | 3.0 | 10 | 0.5 | 102
CCc1cc(C(=O)OC)c(N2C(=O)C3C4C=CC(C4)C3C2=O)s1 (configuration not stated) | 0.0 | -29 | 1 | 0.4 | 17 | 14 | 13 | 0.2 | 0 | 1.9 | 100
COCCN1CC(CNC(=O)c2cc(COc3ccccc3SC)on2)CC1=O (configuration not stated) | -0.6 | 357 | 8 | 2.0 | 4 | -19 | 6 | 0.0 | 2 | 2.8 | 113
CCCn1c(SCC(=O)Nc2ccc3c(c2)OCCO3)n[nH]c1=O | -2.7 | . | 2 | . | 6 | 2 | 0 | . | 17 | 1.9 | 101
Cc1cc(Oc2ccc(N)cn2)cc(C)c1Cl | -2.0 | -12 | -5 | -4.3 | -11 | 9 | 3 | -2.5 | 10 | 0.1 | 107
COc1ccccc1N(CC(=O)N1CCCCC1)S(=O)(=O)c1ccccc1 | -0.7 | 55 | 9 | -1.4 | -23 | -8 | -3 | -0.2 | 4 | -1.2 | 107

4 compounds out of the list, arranged by heavy-atom count, largest number first:
SMILES | OPRM1-OPRD1 ag | SUMO Mot1 rescue | HTR5A ag ctr | AddAB inh | HTR5A inv ctr | PfHsp90 yeast 2 | PKA-R1A act | E coli growth | MOR-DOR inv ag | phage Ecoli inh | Pemphigus Ab inh
COc1ccccc1N(CC(=O)N1CCCCC1)S(=O)(=O)c1ccccc1 | -0.7 | 55 | 9 | -1.4 | -23 | -8 | -3 | -0.2 | 4 | -1.2 | 107
Cc1cccn2c(=O)c(C=NCc3ccccc3)c(NCCO)nc12 | -3.5 | -16 | 3 | 1.3 | -7 | 0 | -11 | 0.8 | 19 | -0.8 | 111
COC(=O)c1ccc(-n2c(C)ccc2-c2ccccc2)cc1 | 3.5 | -21 | 5 | 0.4 | 7 | . | -6 | 1.4 | -18 | 0.7 | 100
Cc1cc(Oc2ccc(N)cn2)cc(C)c1Cl | -2.0 | -12 | -5 | -4.3 | -11 | 9 | 3 | -2.5 | 10 | 0.1 | 107

The list goes on.
SMILES | OPRM1-OPRD1 ag | SUMO Mot1 rescue | HTR5A ag ctr | AddAB inh | HTR5A inv ctr | PfHsp90 yeast 2 | PKA-R1A act | E coli growth | MOR-DOR inv ag | phage Ecoli inh | Pemphigus Ab inh
CCOc1ccc(C2c3c(oc4ccccc4c3=O)C(=O)N2c2ccc(C)cn2)cc1OC (configuration not stated) | -2.2 | -19 | -2 | 3.0 | 6 | 15 | -6 | 1.7 | 11 | 3.2 | 115
O=C1NCCN/C1=C\C(=O)c1ccc(Br)cc1 | . | 643 | . | 4.3 | . | . | . | 1.9 | . | 2.6 | 104
O=c1c2ccccc2cnn1Cc1n[nH]c(=S)n1C1CC2CCC1C2 (configuration not stated) | 2.9 | 33 | 3 | 1.1 | 5 | -13 | -4 | -2.6 | -15 | 0.6 | 110
CC1CCC2C(=O)N(c3ccc(NC4CCN(Cc5ccccc5)CC4)c([N+](=O)[O-])c3)C(=O)C2C1 (configuration not stated) | . | 15 | . | 1.1 | . | 16 | 2 | -0.1 | . | 1.4 | 101
O=C(O)C1CCN(c2c([N+](=O)[O-])cc(C(F)(F)F)cc2[N+](=O)[O-])CC1 | 1.4 | -1 | 2 | 1.6 | 11 | . | -2 | -1.7 | -8 | 2.0 | 110
CC1(NC(=O)CCc2ccccc2)CCN(CCCc2ccccc2)C1=O (configuration not stated) | -0.6 | 9 | 5 | 0.2 | -5 | 1 | -15 | -0.3 | 3 | 2.7 | 104
N=c1c2c(ncn1Cc1ccco1)Oc1cc(O)ccc1C2c1ccccc1 (configuration not stated) | 1.4 | -18 | 0 | 1.7 | 1 | -18 | 4 | 2.3 | -8 | 3.4 | 101
COc1ccc(/C(N)=N/OC(=O)C2CCCCC2)cc1 | 2.7 | 1 | 1 | -0.9 | -5 | 0 | 5 | -0.8 | -16 | 4.0 | 120
Clc1ccc(CNc2cnccn2)cc1Cl | -1.6 | 2 | -1 | -2.5 | 4 | 20 | 5 | -1.1 | 8 | 3.3 | 102
CCOc1ccc(CCN2C(=O)C(=O)N([C@@H](Cc3ccc(O)cc3)CN3CCC[C@@H]3CN3C(=O)C(=O)NC[C@@H]3Cc3ccccc3)C[C@@H]2Cc2ccccc2)cc1 | -0.7 | . | 1 | . | -2 | 14 | -9 | . | 3 | 0.1 | 102
COc1cccc(N2C(=O)Nc3ccc(Br)cc3C2(O)C(=O)NCCN(C)C)c1 (configuration not stated) | -3.3 | -12 | 1 | -1.0 | -5 | -9 | -10 | 1.4 | 15 | 1.2 | 106
O=C(COc1ccccc1)Nc1nnc(-c2ccc(F)cc2)o1 | -2.4 | 3 | 0 | -1.5 | -13 | -5 | -6 | -11 | 17 | -0.2 | 104
O=[N+]([O-])c1cccc(OCCCN2CCC(Cc3ccccc3)CC2)c1 | 8.0 | 56 | -1 | 2.0 | 4 | 13 | 0 | 0.3 | -38 | -1.0 | 128
CCOC(=O)c1ccccc1NC(=O)CN1C(=O)c2ccccc2S1(=O)=O | -1.5 | 76 | 3 | 1.1 | -7 | 0 | -7 | -1.6 | 8 | -0.6 | 95
CC(C)NS(=O)(=O)c1ccc(OCC(=O)NCc2ccco2)cc1 | -1.4 | 20 | 8 | -0.5 | -9 | -13 | 4 | -3.9 | 7 | 3.0 | 103
COC(=O)c1cc2ccccn2c2c(C(=O)OC)c(C(=O)OC)cc1-2 | 0.3 | 141 | -11 | 3.6 | -6 | 16 | -1 | -1.0 | -2 | 2.0 | 103
CCOc1ccccc1NC(=O)CSc1nnc(CNC(=O)c2ccccc2F)o1 | -4.2 | 1 | 1 | 1.7 | 12 | 15 | 0 | 0.4 | 22 | 5.8 | 103
CS(=O)(=O)NNC(=O)CN1C(=O)C2C3C=CC(C3)C2C1=O (configuration not stated) | -1.6 | -3 | -1 | 2.1 | 3 | 10 | -6 | 1.2 | 8 | 4.2 | 111
O=C(NCc1ccc(F)cc1)c1cnc(-c2ccccn2)nc1C(F)(F)F | -0.4 | -3 | -1 | 1.3 | -5 | -5 | 3 | -0.1 | 2 | 3.2 | 106
CC(C)(C)OC(=O)N1CCC(NC(=O)c2[nH]cnc2C(=O)Nc2ccccc2)CC1 | 5.3 | 15 | 6 | 2.7 | -25 | -51 | -3 | -0.3 | -31 | 2.5 | 107
COCCn1c(=NC(=O)c2cc(Cl)sc2Cl)sc2cc(S(N)(=O)=O)ccc21 | -0.4 | -2 | -1 | -5.5 | 2 | 4 | -13 | -2.9 | 2 | 2.5 | 100
CCSC1OC(C(COC(C)=O)OC(C)=O)C(OC(C)=O)C1NC(C)=S (configuration not stated) | -3.5 | . | 3 | . | -10 | -15 | -3 | . | 18 | 1.5 | 93
Cc1cccc(-c2nc3ccccc3c(=O)n2NC(=O)Cc2ccc(Cl)cc2)c1 | 0.8 | 10 | 0 | 1.8 | -1 | 3 | 1 | -2.0 | -5 | 0.6 | 85
O=C(NNc1cc(Cl)cc(Cl)c1)c1c(F)cccc1Cl | -2.0 | 48 | -2 | 1.9 | 5 | 5 | -2 | 0.4 | 10 | 2.1 | .
COc1cccc(NC(=O)c2cc(-c3ccc(OC)cc3OC)nc3ccccc23)c1 | . | 12 | . | 4.7 | . | . | . | 1.3 | . | 1.8 | 105
